Screening data from PubChem.
PRC2 inh: inhibitors of human EZH2/PRC2 methyltransferase | PRC2 H3K27 methylation, DELFIA TRF, 1 h | inhibition, % at 12.5 µM | hit rate 0.35% among 57,000 | AID 651548;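 active = mean inhibition of replicates at least 50% and every single replicate also reaching 50%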;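 also: dimethyl H3K27 on biotinylated H3 21-44 peptide detected by antibody; plate controls were median neutral control wells for no effect and median positive control wells for full effect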
Target sequence (Q15910 whole entry, looked up): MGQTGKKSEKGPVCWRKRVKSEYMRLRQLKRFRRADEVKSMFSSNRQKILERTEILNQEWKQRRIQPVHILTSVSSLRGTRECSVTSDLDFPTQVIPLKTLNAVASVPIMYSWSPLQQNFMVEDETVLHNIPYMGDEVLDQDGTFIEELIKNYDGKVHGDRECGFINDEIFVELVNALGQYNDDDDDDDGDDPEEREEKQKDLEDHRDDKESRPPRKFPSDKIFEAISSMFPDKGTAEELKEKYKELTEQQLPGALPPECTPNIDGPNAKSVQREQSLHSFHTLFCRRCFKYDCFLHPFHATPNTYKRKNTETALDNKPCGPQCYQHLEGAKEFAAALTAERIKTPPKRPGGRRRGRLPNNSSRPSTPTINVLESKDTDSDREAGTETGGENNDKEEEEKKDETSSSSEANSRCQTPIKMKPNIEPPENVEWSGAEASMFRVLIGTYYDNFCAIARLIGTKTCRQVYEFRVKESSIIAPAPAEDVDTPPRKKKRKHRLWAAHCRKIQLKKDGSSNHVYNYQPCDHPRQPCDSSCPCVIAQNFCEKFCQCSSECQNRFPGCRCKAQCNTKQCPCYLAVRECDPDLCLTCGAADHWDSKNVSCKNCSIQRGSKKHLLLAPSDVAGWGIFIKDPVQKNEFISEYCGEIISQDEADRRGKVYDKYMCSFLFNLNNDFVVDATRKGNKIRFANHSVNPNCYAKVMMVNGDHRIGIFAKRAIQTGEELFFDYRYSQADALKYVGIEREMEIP
IDH1 R132H inh: IDH1 R132H (human) inhibition | inhibition, % at 10 µM | IDH1 R132H reductase, diaphorase/resazurin fluorescence, 60 min | hit rate 0.18% among 70,000; in the data active = inhibition above about 34%;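 also: 0% = DMSO and 100% = no enzyme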
* marks the source's active call; other numbers are inactive results; . = not tested or not shown. The list is partial; rates above refer to the full screens.

SMILES | PRC2 inh | IDH1 R132H inh
C[C@H](CO)N1C[C@H](C)[C@@H](CN(C)C(=O)C2CC2)Oc2ncc(-c3cccc(C#N)c3)cc2C1=O | 7 | .
CO[C@@H]1CN(C)C(=O)c2cc(NS(C)(=O)=O)ccc2OC[C@@H](C)N(Cc2cccnc2)C[C@H]1C | -2 | -0.1
COc1ccc(NC(=O)N(C)C[C@H]2Oc3ccc(NC(=O)NC(C)C)cc3CC(=O)N([C@@H](C)CO)C[C@H]2C)cc1 | 16 | .
O=C(CSc1n[nH]c(-c2ccco2)n1)Nc1ccc(I)cc1 | -1 | 0.6
O=C(NCc1cccnc1)c1ccccc1[N+](=O)[O-] | -7 | 0.2
CNC[C@@H]1Oc2c(NC(=O)Nc3c(C)noc3C)cccc2C(=O)N([C@@H](C)CO)C[C@@H]1C | -4 | -0.3
C[C@H](CO)N1C[C@H](C)[C@H](CN(C)C(=O)c2ccccc2)Oc2ncc(C3=CCCCC3)cc2C1=O | . | 0.2
COc1ccc(S(=O)(=O)Nc2cccc3c2O[C@H](CN(C)Cc2ccc4c(c2)OCO4)[C@@H](C)CN([C@@H](C)CO)C3=O)cc1 | 1 | -2.0
COc1ccc(S(=O)(=O)N(C)C[C@@H]2OCc3cn(nn3)CCCC(=O)N([C@H](C)CO)C[C@@H]2C)cc1 | 1 | -1.2
CS(=O)(=O)Nc1ccc2c(c1)[C@H]1C[C@@H](CC(=O)NCc3ccncc3)O[C@H](CO)[C@H]1O2 | -12 | 3.5
CCC(=O)Nc1ccc2c(c1)C(=O)N(C)C[C@H](OC)[C@@H](C)CN(Cc1ccccc1F)[C@H](C)CO2 | 10 | 0.0
C[C@@H]1CN([C@@H](C)CO)C(=O)c2cc(NC(=O)Cn3cnnn3)ccc2O[C@@H]1CN(C)S(=O)(=O)c1ccc(F)cc1 | . | -0.5
C[C@@H]1CCCCO[C@H](CN(C)C(=O)NC2CCCCC2)[C@H](C)CN([C@H](C)CO)C(=O)c2cc(NC(=O)Cc3ccccc3)ccc2O1 | . | 1.2
O=C(C[C@H]1C=C[C@H](NS(=O)(=O)c2ccccc2)[C@@H](CO)O1)NCc1ccc(Cl)c(Cl)c1 | 5 | 0.0
CCC(=O)N[C@H]1CC[C@@H](CC(=O)NCc2ccccc2F)O[C@H]1CO | -15 | -0.1
Cc1noc(C)c1NC(=O)N[C@H]1C=C[C@@H](CC(=O)Nc2ccc(-c3ccccc3)cc2)O[C@H]1CO | -10 | 0.3
COc1ccccc1S(=O)(=O)N[C@@H]1C=C[C@H](CC(=O)NCc2cc(F)cc(F)c2)O[C@@H]1CO | -5 | 0.0
C/C=C/c1ccc2c(c1)O[C@H](CN(C)C(=O)Cc1ccccn1)[C@H](C)CN([C@H](C)CO)S2(=O)=O | -12 | -1.3
C[C@@H]1CCCCO[C@@H](CN(C)C(=O)C2CCCCC2)[C@H](C)CN([C@H](C)CO)C(=O)c2cc(NC(=O)CCCN(C)C)ccc2O1 | . | 3.1
Cc1noc(C)c1NC(=O)N(C)C[C@@H]1Oc2ccc(NC(=O)Nc3ccc(C(F)(F)F)cc3)cc2CC(=O)N([C@@H](C)CO)C[C@H]1C | . | -3.0
CCCC(O)C#Cc1cnc2c(c1)C(=O)N([C@H](C)CO)C[C@H](C)[C@H](CN(C)S(=O)(=O)c1ccc(OC)cc1)O2 (some centres undefined) | . | 0.1
C[C@@H]1CN([C@@H](C)CO)C(=O)CCCn2nncc2CO[C@@H]1CN(C)S(=O)(=O)c1ccc(Oc2ccccc2)cc1 | -6 | 5.8
COCC(=O)Nc1ccc2c(c1)OC[C@H](C)N(CCc1ccccc1)C[C@@H](C)[C@@H](OC)CN(C)C2=O | 0 | 0.0
CCCN(C)C[C@H]1OCc2cnnn2CCCC(=O)N([C@H](C)CO)C[C@H]1C | -3 | 1.3
O=C(NO)c1ccc(C(=O)N/N=C/c2ccc([N+](=O)[O-])c(O)c2)cc1 | -5 | 0.1
SMILES | PRC2 inh | IDH1 R132H inh
C[C@H]1CN([C@@H](C)CO)C(=O)c2cc(NS(C)(=O)=O)ccc2O[C@H]1CN(C)Cc1ccncc1 | 6 | 4.3
C=CC(C)(C)c1[nH]cnc1/C=C1\NC(=O)C(C(C)C)NC1=O (centres undefined) | . | -0.1
Cc1c(Br)c(C(F)(F)F)nn1CC(=O)Nc1cc(O)cc([N+](=O)[O-])c1 | 12 | 0.3
COc1ccc(-c2cn(CC[C@H]3CC[C@H](NC(=O)NC(C)C)[C@H](CO)O3)nn2)cc1 | 5 | 0.2
O=C(C[C@@H]1C[C@@H]2c3cc(NC(=O)C4CCC4)ccc3O[C@@H]2[C@H](CO)O1)NCCc1ccccc1 | 5 | 0.8
O=C(CSc1n[nH]c(-c2ccncc2)n1)Nc1ccc(Cl)cc1Cl | -1 | 0.4
CC(C)C#Cc1ccc2c(c1)O[C@@H](CN(C)S(C)(=O)=O)[C@@H](C)CN([C@@H](C)CO)S2(=O)=O | -6 | -1.9
COC(=O)c1ccccc1NC(=O)Cn1c(C(F)(F)F)nc2ccccc21 | 3 | 0.7
C[C@@H]1CN([C@H](C)CO)C(=O)c2cc(C#CCC3CCCC3)cnc2O[C@@H]1CN(C)Cc1ccccn1 | -28 | 0.3
CO[C@H]1CN(C)C(=O)c2cccc(C#N)c2OC[C@H]2O[C@H](CC[C@@H]2OC)CCN(C)C(=O)[C@H]1C | 0 | 0.1
C[C@H](CO)N1C[C@H](C)[C@H](CN(C)Cc2ccc(F)cc2)Oc2ncc(-c3cncnc3)cc2C1=O | . | -0.7
C[C@H]1CN([C@@H](C)CO)C(=O)c2cc(-c3ccccc3F)cnc2O[C@H]1CN(C)C(=O)CN(C)C | -10 | 0.1
COc1ccc(C#Cc2cnc3c(c2)C(=O)N([C@H](C)CO)C[C@H](C)[C@@H](CN(C)C(=O)c2ccccc2F)O3)cc1 | -38 | 0.1
C[C@@H]1CN([C@H](C)CO)C(=O)c2cc(NC(=O)c3ccncc3)ccc2O[C@@H]1CN(C)S(C)(=O)=O | 2 | -0.1
C[C@H](CO)N1C[C@H](C)[C@@H](CN(C)Cc2ccncc2)Oc2c(NC(=O)C3CCOCC3)cccc2C1=O | -8 | 0.7
COc1ccccc1S(=O)(=O)N[C@@H]1C=C[C@@H](CC(=O)N2CCCCC2)O[C@@H]1CO | 11 | -0.3
CC1(C)CC2/C(CO)=C\C=C[C@@](C)(O)CC[C@]21O (some centres undefined) | . | -0.1
CCOc1ccc(-n2nc3cc(C)c(NC(=O)c4cc(-n5cnnc5)ccc4Cl)cc3n2)cc1 | 6 | 0.2
C[C@@H]1CCCCO[C@H](CN(C)C(=O)c2ccccc2)[C@H](C)CN([C@H](C)CO)C(=O)c2cc(NC(=O)C3CCCCC3)ccc2O1 | . | 2.4
C[C@@H]1O[C@@H](Oc2cc(O)c3c(=O)c(O[C@@H]4O[C@@H](C)[C@H](O)[C@@H](O[C@@H]5OC[C@@H](O)[C@H](O)[C@H]5O)[C@H]4O[C@@H]4O[C@H](CO)[C@@H](O)[C@H](O)[C@H]4O)c(-c4ccc(O)cc4)oc3c2)[C@H](O)[C@H](O)[C@H]1O | 15 | -0.3
Cc1ccc(S(=O)(=O)N(C)C[C@H]2OCCCC[C@H](C)Oc3ccc(NC(=O)NC(C)C)cc3C(=O)N([C@@H](C)CO)C[C@H]2C)cc1 | . | -0.5
C[C@@H]1CN([C@@H](C)CO)S(=O)(=O)c2ccc(C3=CCCC3)cc2O[C@@H]1CN(C)S(C)(=O)=O | -3 | .
CO[C@@H]1CN(C)C(=O)c2cc(NC(=O)Cc3ccccc3)ccc2OC[C@@H](C)NC[C@@H]1C | 6 | -0.4
C[C@@H]1CN([C@H](C)CO)C(=O)CCCn2nncc2CO[C@@H]1CN(C)S(=O)(=O)c1ccccc1 | 5 | 1.1
C[C@H](CO)N1C[C@H](C)[C@@H](CN(C)S(C)(=O)=O)Oc2ccc(NS(=O)(=O)c3ccc(Cl)cc3)cc2CC1=O | . | 0.2
SMILES | PRC2 inh | IDH1 R132H inh
CN(c1ccccc1C(=O)Nc1ccccc1C(=O)N1CCOCC1)S(C)(=O)=O | 4 | -0.3
Cc1sc2nc(SCC(=O)Nc3c(F)cc(F)cc3Br)n(C)c(=O)c2c1C | -12 | -0.3
CCCN1C[C@@H](C)[C@H](OC)CN(C)C(=O)c2cc(NC(=O)Nc3c(C)noc3C)ccc2OC[C@H]1C | -18 | 0.3
C[C@H]1CN([C@@H](C)CO)C(=O)c2cc(NS(=O)(=O)c3ccc(Cl)cc3)ccc2O[C@H]1CN(C)C(=O)Nc1ccc(F)cc1 | -2 | -0.8
CC(C)NC(=O)N(C)C[C@@H]1Oc2ccc(NC(=O)CCC(F)(F)F)cc2C(=O)N([C@H](C)CO)C[C@H]1C | . | 2.8
COc1ccccc1NC(=O)Cn1nnc(-c2cccs2)n1 | -4 | 0.1
O=C(CCCCCCC(=O)Nc1ccccc1O)N/N=C/c1ccccc1[N+](=O)[O-] | 9 | .
O=C(NCc1cccnc1)c1cnn2c(C(F)F)cc(-c3ccccc3)nc12 | -10 | -0.3
CO[C@@H]1CN(C)C(=O)c2ccc(NC(=O)C3CC3)cc2OC[C@@H](C)N(C(=O)c2cnccn2)C[C@H]1C | 5 | 0.2
CCCNC(=O)N[C@@H]1C=C[C@H](CC(=O)NCCc2ccccc2)O[C@H]1CO | -5 | -0.1
O=C(Cn1ccc([N+](=O)[O-])n1)NCc1ccco1 | -4 | 0.0
COC(=O)c1ccc(C2C(C(=O)c3ccco3)C(=O)C(=O)N2Cc2ccco2)cc1 (centres undefined) | -7 | 0.7
Cc1nnc(SCC(=O)Nc2ccc(Cl)cc2)n1-c1ccccc1 | 3 | 0.2
c1ccc(-c2nc3ccc(Cc4ccc5nc(-c6ccccn6)c(-c6ccccn6)nc5c4)cc3nc2-c2ccccn2)nc1 | -1 | 0.1
CCS(=O)(=O)Nc1ccc2c(c1)C(=O)N(C)C[C@@H](OC)[C@@H](C)CN(C(C)=O)[C@H](C)CO2 | 2 | 0.0
COc1ccc(NC(=O)N(C)C[C@H]2Oc3ccc(NS(=O)(=O)c4ccc(Cl)cc4)cc3CC(=O)N([C@H](C)CO)C[C@@H]2C)cc1 | . | 0.2
COc1cc(/C=C\C(=O)O)cc(OC)c1OC | -20 | 0.2
C[C@H]1CN([C@@H](C)CO)C(=O)Cc2cc(NS(=O)(=O)c3ccccc3)ccc2O[C@@H]1CN(C)C(=O)Nc1ccc(F)cc1 | . | -2.9
O=C(C[C@@H]1C=C[C@H](NC(=O)Nc2cc(F)ccc2F)[C@H](CO)O1)NCc1ccccn1 | -9 | 0.0
C[C@H](CO)N1C[C@H](C)[C@H](CN(C)S(=O)(=O)c2cn(C)cn2)Oc2c(NS(=O)(=O)c3ccccc3)cccc2C1=O | . | -1.2
CCS(=O)(=O)NCC[C@@H]1CC[C@H](NS(=O)(=O)c2cccc(Cl)c2)[C@H](CO)O1 | -7 | -0.3
C/C=C/c1cnc2c(c1)C(=O)N([C@H](C)CO)C[C@H](C)[C@@H](CN(C)Cc1ccncc1)O2 | 4 | -0.5
C[C@@H]1CN([C@H](C)CO)C(=O)c2cc(Br)cnc2O[C@H]1CN(C)C(=O)C1CCCCC1 | 16 | -2.0
C[C@@H]1CN([C@H](C)CO)C(=O)Cc2cc(NC(=O)Nc3ccc(F)cc3)ccc2O[C@@H]1CN(C)C(=O)Nc1ccccc1 | . | 1.4
COc1ccc(S(=O)(=O)N(C)C[C@@H]2Oc3ccc(NC(=O)c4ccncc4)cc3CC(=O)N([C@@H](C)CO)C[C@@H]2C)cc1 | . | 1.5
COc1ccc(NC(=O)Nc2ccc3c(c2)C(=O)N([C@@H](C)CO)C[C@H](C)[C@H](CN(C)Cc2ccncc2)OCCCC[C@@H](C)O3)cc1 | . | 1.8
COCCNC(=O)C[C@@H]1C[C@@H]2c3cc(NC(=O)Nc4ccc(C(F)(F)F)cc4)ccc3O[C@@H]2[C@@H](CO)O1 | -5 | -0.9
Cc1ccc(S(=O)(=O)N(C)C[C@@H]2OCCCC[C@@H](C)Oc3ccc(NC(=O)Nc4ccc(F)cc4)cc3C(=O)N([C@H](C)CO)C[C@@H]2C)cc1 | . | -0.5
C[C@H](CO)N1C[C@H](C)[C@@H](CN(C)C(=O)CCCN(C)C)OCCCC[C@H](C)Oc2ccc(NS(=O)(=O)c3ccc(F)cc3)cc2C1=O | . | 2.3
CO[C@H]1CN(C)C(=O)c2cc(NS(=O)(=O)c3ccc(Oc4ccccc4)cc3)ccc2OC[C@H](C)NC[C@H]1C | 0 | -0.5

Reformatted: entries from further up
> COc1ccc(S(=O)(=O)N(C)C[C@@H]2Oc3ccc(NC(=O)c4ccncc4)cc3CC(=O)N([C@@H](C)CO)C[C@@H]2C)cc1
  PRC2 inh = .
  IDH1 R132H inh = 1.5

> COc1ccc(NC(=O)Nc2ccc3c(c2)C(=O)N([C@@H](C)CO)C[C@H](C)[C@H](CN(C)Cc2ccncc2)OCCCC[C@@H](C)O3)cc1
  PRC2 inh = .
  IDH1 R132H inh = 1.8

Among those listed so far, 5 contain a CF3 group:
SMILES | PRC2 inh | IDH1 R132H inh
Cc1noc(C)c1NC(=O)N(C)C[C@@H]1Oc2ccc(NC(=O)Nc3ccc(C(F)(F)F)cc3)cc2CC(=O)N([C@@H](C)CO)C[C@H]1C | . | -3.0
Cc1c(Br)c(C(F)(F)F)nn1CC(=O)Nc1cc(O)cc([N+](=O)[O-])c1 | 12 | 0.3
COC(=O)c1ccccc1NC(=O)Cn1c(C(F)(F)F)nc2ccccc21 | 3 | 0.7
CC(C)NC(=O)N(C)C[C@@H]1Oc2ccc(NC(=O)CCC(F)(F)F)cc2C(=O)N([C@H](C)CO)C[C@H]1C | . | 2.8
COCCNC(=O)C[C@@H]1C[C@@H]2c3cc(NC(=O)Nc4ccc(C(F)(F)F)cc4)ccc3O[C@@H]2[C@@H](CO)O1 | -5 | -0.9
